CHRM5 antagonist – antagonists of human muscarinic M5 receptor (CHRM5). actives 0.59% (n = 360,000). CHO-hM5 cells, Fluo-8 calcium fluorescence, ACh EC80. P08912. inhibition, % at 3 µM;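 active means inhibition above a per-plate cutoff, the mean of that plate's test compounds plus 3 SD, cut at about 27% in these data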;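 further: 0% = acetylcholine EC80 with DMSO and 100% = DMSO without agonist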
CHO-K1 Ca PAM – M1 PAM counterscreen hit in parental CHO-K1 cells; ATP EC20, Fluo-8 calcium fluorescence; 0% at ATP EC20, 100% at ATP max; activation, % at 3 µM; actives 0.02% (n = 360,000);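 active means activation above the run cutoff, the mean activation of all test compounds plus 3 SD, cut at about 40% in these data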;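 further: peak over basal fluorescence ratio in a 140 s read after ATP addition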
M5 PAM – CHRM5 positive allosteric modulation; P08912; CHO-K1 hM5, Fluo-8 calcium, ACh EC20 PAM; 0% = ACh EC20, 100% = ACh EC100; activation, % at 3 µM; actives 0.3% (n = 360,000);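 active means activation above the run cutoff, the mean activation of all test compounds plus 3 SD, cut at about 18% in these data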
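Test system: CHO-K1 hM5 cells / Doses: single-point, 3 µM nominal / Times: Post-acetylcholine fluorescence recording 140 s / Technique: Fluo-8 calcium fluorescence / Measure: Max/basal fluorescence ratio as % of EC20–EC100 ACh window / Benchmarks: low control EC20 acetylcholine (0%), high control EC100 acetylcholine (100%) / Replicates: one well per compound, no replicates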
CHRM4 agonist – CHRM4 agonism in calcium assay | P08173 | CHO-K1 hM4/Gqi5, Fluo-8 calcium fluorescence; vehicle 0%, full acetylcholine response 100% | activation, % at 3 µM | actives 0.14% (n = 360,000);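 active means activation above the run mean over all test wells plus 3 SD, cut at about 32% in these data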;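 further: peak over basal fluorescence ratio per well then scaled between controls; 0% = DMSO wells and 100% = acetylcholine at EC100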
Target sequence (P08173 whole entry, looked up): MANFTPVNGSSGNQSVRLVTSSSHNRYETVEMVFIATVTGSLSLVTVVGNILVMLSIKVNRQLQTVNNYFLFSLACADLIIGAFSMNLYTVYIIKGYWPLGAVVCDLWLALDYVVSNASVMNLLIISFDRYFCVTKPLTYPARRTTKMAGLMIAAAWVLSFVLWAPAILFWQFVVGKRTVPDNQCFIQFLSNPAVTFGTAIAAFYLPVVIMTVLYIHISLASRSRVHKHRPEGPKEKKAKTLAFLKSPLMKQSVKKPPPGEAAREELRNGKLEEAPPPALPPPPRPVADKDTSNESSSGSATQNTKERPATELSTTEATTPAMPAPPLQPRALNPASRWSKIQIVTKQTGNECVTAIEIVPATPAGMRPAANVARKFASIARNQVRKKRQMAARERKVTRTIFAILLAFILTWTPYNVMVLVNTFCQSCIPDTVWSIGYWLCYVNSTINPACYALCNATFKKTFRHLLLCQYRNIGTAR
M5 ag – CHRM5 agonism in calcium assay. CHO-K1 hM5 cells, Fluo-8 calcium fluorescence; 0% DMSO wells, 100% maximal acetylcholine response. AID 624037. actives 0.19% (n = 360,000). activation, % at 3 µM. P08912;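 active means activation above the run's mean over test compounds plus 3 SD, cut at about 23% in these data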;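 further: signal is peak over basal fluorescence ratio across the kinetic read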
CHRM4 antagonist – CHRM4 antagonism in calcium assay. P08173. CHO-hM4 cells, ACh EC80, Fluo-8 calcium fluorescence. inhibition, % at 3 µM. actives 0.73% (n = 360,000). AID 624125;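 active means inhibition above its plate's cutoff, the mean inhibition of sample wells plus 3 SD, cut at about 27% in these data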;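 further: 0% = acetylcholine EC80 with DMSO and 100% = DMSO without agonist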
CHRM4 PAM – CHRM4 positive allosteric modulation; P08173; actives 0.4% (n = 360,000); CHO-K1 hM4/Gqi5, Fluo-8 calcium fluorescence, ACh EC20; 0% = ACh EC20, 100% = maximal ACh; activation, % at 3 µM;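 active means activation above its plate's cutoff, the mean activation of sample wells plus 3 SD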; further: some results filed as inactive read as strong as hits
M1 ag parental – nonselective activator or artifact in parental CHO-K1 cells | Fluo-8 calcium fluorescence; scaled to maximal ATP response, vehicle zero | activation, % at 3 µM | actives 0.48% (n = 360,000); in the data active means activation above about 15%;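 further: untransfected CHO-K1 host cells lacking M1 receptor as counterscreen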
CHO-K1 Ca antag – nonselective inhibitor or artifact in parental CHO-K1 cells; actives 0.6% (n = 360,000); inhibition, % at 3 µM; ATP-induced calcium, Fluo-8 fluorescence;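 active means inhibition above a per-plate cutoff, the plate's mean sample inhibition plus 3 SD, cut at about 24% in these data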;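 further: 0% = DMSO plus EC80 ATP and 100% = DMSO alone without ATP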
Starred values were filed as active, the others as inactive.

Order of results: M5 ag	CHO-K1 Ca antag	CHO-K1 Ca PAM	M5 PAM	M1 ag parental	CHRM5 antagonist	CHRM4 PAM	CHRM4 agonist	CHRM4 antagonist
O=C(CN1CCN(C(=O)CCC(=O)N2CCC(c3ccccc3)=N2)CC1)Nc1cccc(F)c1
→ 0	1	-7	-7	2.7	12	-1	8	-6
COc1cccc(-c2ccc(=O)n(CC(=O)Nc3ccc(C(=O)N4CCCC4)cc3)n2)c1
→ -6	-7	-4	19*	-0.5	-1	9	-1	-4
CCN(CC)S(=O)(=O)c1cccc(C(=O)OC2CCOC2=O)c1 (centres undefined)
→ -4	-10	12	5	0.8	-3	-1	0	-2
Cc1[nH]n(-c2ccc([N+](=O)[O-])cc2)c(=O)c1C=NCCc1c(C)[nH]c2ccccc12
→ -2	-2	9	1	-0.3	1	-1	0	3
CCOCCCNC(=O)C(c1ccc(OC)cc1)N(Cc1cccs1)C(=O)c1ccccn1 (centres undefined)
→ 5	-12	9	-2	4.6	7	-2	14	7
CCc1cc(=O)oc2cc(C)cc(OC(C)C(=O)NCc3ccncc3)c12 (centres undefined)
→ 0	-6	-9	-3	1.3	13	-4	2	-2
CC(C)c1ccc(NC2CCCN(C(=O)CCN3CCCCO3)C2)cc1 (centres undefined)
→ -1	10	-16	4	0.4	-1	11	2	-6
CC(=O)Nc1ccc(C(=O)/C=C/c2ccco2)cc1
→ -2	-5	17	8	0.5	-11	13	1	-18
O=C(O)C1=C[C@H](c2ccc(C(F)(F)F)cc2)C[C@H](OCc2ccc(CO)cc2)O1
→ 1	16	-21	-5	-0.6	12	-3	1	-2
Cc1cc(F)ccc1S(=O)(=O)N1CCCCC1CCNC(=O)C(=O)NCCN1CCOCC1 (centres undefined)
→ -2	0	-12	-1	0.9	11	-1	0	4

The final 3 records of the part before lead into the next.
Order of results: M5 ag	CHO-K1 Ca antag	CHO-K1 Ca PAM	M5 PAM	M1 ag parental	CHRM5 antagonist	CHRM4 PAM	CHRM4 agonist	CHRM4 antagonist
CC(=O)Nc1ccc(C(=O)/C=C/c2ccco2)cc1
→ -2	-5	17	8	0.5	-11	13	1	-18
O=C(O)C1=C[C@H](c2ccc(C(F)(F)F)cc2)C[C@H](OCc2ccc(CO)cc2)O1
→ 1	16	-21	-5	-0.6	12	-3	1	-2
Cc1cc(F)ccc1S(=O)(=O)N1CCCCC1CCNC(=O)C(=O)NCCN1CCOCC1 (centres undefined)
→ -2	0	-12	-1	0.9	11	-1	0	4
CC(C)(C)OC(=O)N1CCCC(C(=O)Nc2cccc(C(=O)NCc3ccccc3)c2)C1 (centres undefined)
→ 4	-7	-2	-9	5.0	6	-6	14	-11
COc1cc2c(cc1OC)CN(c1ccc(-c3ccccc3OC)nn1)CC2
→ 1	-10	18	-8	4.4	3	-19	11	1
CC1=CSC2=NC(=O)/C(=C\c3cccn3-c3ccccc3)C(=N)N12
→ 1	-8	20	-8	3.8	6	-18	13	-1
O=C1c2ccccc2NC(c2ccco2)N1/N=C/c1ccco1 (centres undefined)
→ 1	-4	18	-6	0.8	-2	-2	0	-2
Cc1cccc(C)c1-n1nnnc1C(c1ccnc2ccccc12)N(C)Cc1ccccc1 (centres undefined)
→ 0	-11	7	-7	0.4	9	3	-1	-5
COCCN(C(=O)C(F)(F)F)C(C(=O)NC1CCCCC1)c1ccco1 (centres undefined)
→ -6	-8	18	6	-0.2	-4	8	0	-7
COc1cccc(N2CC(C)Cn3c2nc2c3c(=O)[nH]c(=O)n2C)c1 (centres undefined)
→ -4	-15	-28	-7	-1.4	9	4	-1	-11
Oc1nc(-c2ccc(Cl)cc2)n2ccncc12
→ -4	-21	26	-1	1.5	11	0	1	-5
COc1ccc(C(CC(=O)N2CCCC(C)C2)c2c(OC)cc(OC)c3c(-c4ccccc4)cc(=O)oc23)cc1 (centres undefined)
→ -1	-16	18	-10	0.0	4	-2	-1	-3
CCOc1ccc(C)cc1S(=O)(=O)Nc1ccc(Cl)cn1
→ -2	-12	21	-2	0.5	5	1	0	8
CC(CNC(=O)C1CCCN(S(=O)(=O)N2CCOCC2)C1)c1ccccc1 (centres undefined)
→ -3	-14	14	-4	2.4	5	4	2	1
O=C(Cc1ccc(NC(=O)C2CCN(C(=O)c3ccccc3)CC2)cc1)Nc1cccc(C(=O)N2CCCCC2)c1
→ 2	-21	20	1	0.3	-2	1	1	-5
COc1ccc(C2CCCN2C(=O)Nc2ccc(C)c(C)c2)cc1OC (centres undefined)
→ 1	0	12	2	0.8	0	-4	1	-3
COc1ccc(NC(=O)c2ccc([N+](=O)[O-])s2)c([N+](=O)[O-])c1
→ -3	-7	2	4	1.4	8	-4	2	7
OC(COCCOc1ccc(Br)cc1)CN1CCCCC1 (centres undefined)
→ -4	1	7	-4	3.2	-6	-6	1	4
Cc1occc1-c1nnc(SCC(=O)Nc2ccc(F)cc2)n1Cc1ccccc1
→ -1	-1	10	0	1.8	-4	-2	6	0
CN1CCN(S(=O)(=O)c2cccc(C(=O)NCCOc3ccccc3)c2)CC1
→ -3	-9	7	0	0.9	-2	-1	0	-5
COc1ccc(/C=C2\SC(=S)N(CCC(=O)Nc3ccc(O)cc3)C2=O)cc1
→ -1	-6	10	-4	1.0	17	4	0	3
Cc1cccc(-n2c(O)c(C=Nc3cc(O)ccc3C)c3ccccc3c2=O)n1
→ 0	-10	-5	-16	4.0	13	-9	11	-10
COc1cccc(CNC(=O)CCC2CCCN(Cc3ccc4c(c3)CCO4)C2)c1 (centres undefined)
→ -9	5	-7	-1	-0.4	5	-28	0	1
CCN(CC)S(=O)(=O)c1cccc(-c2nnc(SC(C)C#N)n2Cc2ccccc2)c1 (centres undefined)
→ 2	-21	24	-10	6.6	4	-8	19	4
CC(=O)c1c(N2CCC(C(N)=O)CC2)nc(=S)n(-c2ccccc2)c1C
→ -3	3	13	5	0.2	-10	2	0	-22
COc1ccc(OC)c(N(C)S(=O)(=O)c2ccc3c(c2)N(C(C)=O)CCO3)c1
→ -1	-1	-16	5	0.8	-4	3	3	4
COc1ccc(NC(=O)c2ccc(S(=O)(=O)N(C)c3ccccc3)cc2)cc1S(=O)(=O)N1CCOCC1
→ 1	-1	4	-6	4.3	11	-7	8	11
CC(C)C[C@H]1CN([C@@H](Cc2ccc(O)cc2)CN2CCC[C@@H]2CN2C(=S)NC[C@@H]2Cc2ccccc2)C(=S)N1CC1CCCCCC1
→ 0	4	4	-4	-0.2	-2	4	0	-7
Fc1cccc(Cc2c(-c3ccccc3)nc3c4ccccc4ccn23)c1
→ -2	8	-3	7	0.2	-13	0	0	-4
COC(=O)c1ccc2[nH]c([C@H](C)O)c([C@H](C)O)c2c1
→ 2	-9	20	8	0.5	10	4	0	-3
Cc1c(OCC(=O)NC(Cc2ccc(Cl)cc2)C(=O)O)ccc2c3c(c(=O)oc12)CCCC3 (centres undefined)
→ 1	-14	19	-4	0.2	4	6	1	-6
CC(=NCCCn1ccnc1)c1c(O)n(Cc2ccccc2)c(=O)[nH]c1=O
→ -2	10	-4	2	-0.2	0	-3	0	13
Clc1ccccc1OCCCCN1CCCCC1
→ -17	-15	24	4	0.9	4	-7	0	-3
Cc1cccc(CCN(C(=O)c2csnn2)C(C(=O)NC2CCCC2)c2ccco2)c1 (centres undefined)
→ -2	-7	11	0	-0.6	4	-1	2	-4
O=C1CNC(=O)/C(=C/c2cccs2)N1
→ 2	5	-9	0	4.3	-3	-3	0	0
CCOC1(OCC)N=C(N)C2(C#N)C(c3cccc(C)c3)C12C#N (centres undefined)
→ 1	-5	9	0	0.3	-2	-2	0	2
COc1ccc(CNC(=S)Nc2ccc(F)c(Cl)c2)cc1OC
→ 3	-7	8	-6	9.4	-3	-9	15	3
COc1ccc(CCNC(=O)CNC(=O)N2CC(=O)Nc3ccccc32)cc1
→ 1	-8	9	-1	-0.1	-1	-5	2	4
CC(=O)c1c(C)[nH]c(C(=O)OCCCCN2C(=O)c3ccccc3C2=O)c1C
→ 9	33*	0	-24	9.5	31*	-15	22	10
COc1ccc(CNC(=O)c2sc3nc4c(c(C(F)(F)F)c3c2N)CCC4)cc1OC
→ -3	9	0	-2	0.3	1	14	2	-6
Cc1cc(C(=O)NC2CCN(Cc3ccccc3)CC2)n[nH]1
→ -6	-5	6	4	0.9	3	0	1	-8
O=C(CN1C(=O)C2CC=CCC2C1=O)Nc1ccc(F)cc1F (centres undefined)
→ 3	3	9	10	-0.2	-14	20	1	-11
O=C(CCNS(=O)(=O)c1cccc2nonc12)NCc1cccs1
→ 1	-13	12	1	0.6	-2	-1	1	-5
O=C(COC(=O)c1cccc(S(=O)(=O)N2CCOCC2)c1)NCCc1ccccc1
→ -1	-9	-6	-3	1.8	3	-2	2	3
OC(c1cccc(Cl)c1)c1ncc(-c2ccc3ccccc3c2)[nH]1 (centres undefined)
→ 2	-3	-1	-6	1.2	5	-1	7	9
CC(C)(C)c1cc2cccnc2n1Cc1cccc(Cl)c1
→ -5	-8	0	-2	0.4	2	-14	0	9
O=C(CSc1ncnc2sccc12)Nc1ccccc1F
→ 0	-10	15	3	2.5	11	6	2	-4
CCCOC(=O)c1c(NC(=O)CCCn2nc([N+](=O)[O-])cc2C)sc(C(=O)OC)c1C
→ -2	-12	26	8	1.7	-4	-1	1	3
O=C(Nc1ccccc1SCC1CSc2nc3ccccc3c(=O)n21)c1cccc(Cl)c1 (centres undefined)
→ -5	-14	20	0	-0.4	5	23	-1	0
COc1cccc(/C=N/NC(=O)c2oc3nc(-c4ccccc4)cc(-c4ccco4)c3c2N)c1
→ 5	-2	-1	4	0.5	0	3	1	-6

Source: PubChem BioAssay
